dFosB activator – activators of mouse delta FosB homodimer. P13346. purified delta FosB, TAMRA-CDK5 oligo fluorescence polarization; percent of positive-control signal above neutral wells. activation, % at 25 µM. 340,000 compounds, 0.99% hits. AID 493131;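 active = mean activation above about 17%, with every replicate also reaching it, limit read from the data, passing the limit was not always enough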;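 also: fluorescence polarization rise as delta FosB binds a TAMRA Cdk5 AP-1 oligo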
Target sequence (P13346 whole entry, looked up): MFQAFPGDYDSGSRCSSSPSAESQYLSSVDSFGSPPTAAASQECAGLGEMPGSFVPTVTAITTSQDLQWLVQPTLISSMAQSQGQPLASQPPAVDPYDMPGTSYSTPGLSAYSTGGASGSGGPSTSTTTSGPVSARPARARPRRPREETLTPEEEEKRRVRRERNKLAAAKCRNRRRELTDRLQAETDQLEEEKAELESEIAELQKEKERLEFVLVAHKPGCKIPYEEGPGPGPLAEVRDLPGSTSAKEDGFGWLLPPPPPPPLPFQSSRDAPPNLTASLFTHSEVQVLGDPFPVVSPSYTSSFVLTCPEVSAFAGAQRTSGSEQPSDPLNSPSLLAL
PvdQ acylase – P. aeruginosa PvdQ acylase inhibition; purified PvdQ acylase, fluorescence plate reader; inhibition, % at 10 µM; 340,000 compounds, 0.063% hits; in the data active = inhibition above about 30%, passing the limit was not always enough;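 also: 0% = vehicle neutral wells and 100% = reference inhibitor wells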
Wnt bcat act – activates Wnt/beta-catenin signaling in a reporter cell assay; 300,000 compounds, 1.2% hits; activator, plate reader; activation, % at 9.35 µM; in the data active = activation above about 30%, passing the limit was not always enough;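 also: 0% = neutral control wells and 100% = positive control wells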
NSD2 inh – inhibitors of human histone methyltransferase NSD2 | O96028 | NSD2 peptide methylation, AlphaScreen, 120 min | inhibition, % at 12.5 µM | 310,000 compounds, 0.54% hits; in the data active = inhibition above about 50%
HTR5A ag – HTR5A agonism, opioid heterodimer counter-screen; P47898; HTR5A agonist assay, luminescence, cell-based; activation, % at 9.3 µM; 340,000 compounds, 0.61% hits; AID 504692; in the data active = activation mostly above about 9.5%, no sharp cut-off; inactive = mostly below about 7.6%;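 also: 0% = cells with vehicle only and 100% = reference agonist; strong numbers were not always called active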
HTR5A inv ag – HTR5A inverse agonism, opioid heterodimer counter-screen; HTR5A cell line, luminescence; inhibition, % at 9.3 µM; 340,000 compounds, 0.083% hits; in the data active = inhibition mostly above about 23%, no sharp cut-off; inactive = mostly below about 18%;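 also: 0% = cells with DMSO and 100% = no-cell wells with DMSO; some compounds called inactive have numbers as strong as hits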
MITF act – increases MITF-driven TRPM1 promoter luciferase signal; SK-MEL-5 TRPM1-promoter luciferase, 24 h; % of positive control, neutral wells = 0; activation, % at 12.5 µM; 300,000 compounds, 0.75% hits;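 active = mean activation of at least 80% with every replicate also reaching 80%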;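 also: 0% = neutral control wells and 100% = parthenolide positive control wells; values of inactives mirror those of a sister screen read the other way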
SR-BI HDL uptake – inhibitors of mouse SR-BI mediated HDL lipid uptake | AID 488896 | 320,000 compounds, 0.96% hits | inhibition, % at 12.5 µM | ldlA[mSR-BI] CHO cells, DiI-HDL uptake fluorescence, 3 h;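 active = mean replicate inhibition of at least 70% and a set share of replicates each scoring 70 or more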;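 also: 0% = median of neutral control wells and 100% = median of positive control wells; values of inactives mirror those of a sister screen read the other way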
V-ATPase pH – regulators of yeast V-ATPase proton transport; 350,000 compounds, 0.37% hits; response, % at 10 µM; S. cerevisiae, pHLuorin cytosolic pH fluorescence; in the data active = response mostly above about 7.3%, no sharp cut-off; inactive = mostly below about 5.4%; also: actives read high; inactives centre near 0; some compounds called inactive have numbers as strong as hits; reference of the scale not given here
CDK5 inh – inhibitors of human CDK5/p35 kinase. AID 488839. Recombinant CDK5/p35, ADP-Glo luminescence, 60 min. 330,000 compounds, 0.01% hits. inhibition, % at 10 µM. Q00535+Q15078;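 active = highest replicate inhibition of at least 50% and at least 75% of replicates reaching 50%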;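 also: plate controls were DMSO neutral control for no effect and GW8510 at 10 µM for full effect; many of its hits are not listed in these tables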
Target sequence (Q00535 whole entry, looked up): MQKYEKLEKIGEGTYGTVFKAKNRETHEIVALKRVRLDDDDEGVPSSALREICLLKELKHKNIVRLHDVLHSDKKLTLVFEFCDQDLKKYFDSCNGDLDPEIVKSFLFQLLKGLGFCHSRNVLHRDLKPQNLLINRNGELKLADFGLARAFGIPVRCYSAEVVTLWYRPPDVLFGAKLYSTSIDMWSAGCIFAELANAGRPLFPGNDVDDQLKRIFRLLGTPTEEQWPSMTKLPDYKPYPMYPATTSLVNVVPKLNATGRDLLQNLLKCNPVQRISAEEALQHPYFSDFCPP
Target sequence (Q15078 whole entry, looked up): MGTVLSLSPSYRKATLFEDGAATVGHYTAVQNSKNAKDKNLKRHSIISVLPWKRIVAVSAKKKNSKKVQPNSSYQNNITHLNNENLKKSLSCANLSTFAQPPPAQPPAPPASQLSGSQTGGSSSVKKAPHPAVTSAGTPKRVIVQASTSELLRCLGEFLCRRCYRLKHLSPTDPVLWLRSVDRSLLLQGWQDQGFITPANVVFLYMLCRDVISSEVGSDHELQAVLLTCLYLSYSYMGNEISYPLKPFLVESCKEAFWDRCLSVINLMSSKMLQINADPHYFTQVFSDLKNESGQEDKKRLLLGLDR
* = called active by the depositor; . = no result given.

SMILES	CDK5 inh	HTR5A inv ag	PvdQ acylase	MITF act	V-ATPase pH	dFosB activator	SR-BI HDL uptake	Wnt bcat act	NSD2 inh	HTR5A ag
C=CCSc1nnc(NC(=O)c2nc(SCC)ncc2Cl)s1	3.7	-24	-7	-4	6	6	-6	2	2	-4
COC(=O)c1ccc(Oc2ccc(S(=O)(=O)N3CCCCC3)cc2N)cc1	1.2	-14	-9	7	3	-17	-4	-2	-2	3
Cn1cnc2c(=O)sc3ccccc3c21	2.0	-7	-21	.	-1	-10	-8	0	0	-1
Fc1ccc(CNn2cnnc2SCc2ccc(F)cc2)cc1	0.3	-30	-23	.	-1	-9	-1	.	-1	10
N#C/C(=N\Nc1ccccc1Cl)C(=O)c1ccccc1	0.5	-14	5	.	-2	-2	-14	-2	-3	0
Cc1cc(C)nc(SCC(=O)NNC(=O)c2ccccc2C)n1	3.0	6	2	-9	-1	6	.	-4	0	0
COc1ccccc1-c1cc(C(F)(F)F)nc(S(C)(=O)=O)n1	1.3	2	-8	-90	-2	4	-33	.	15	2
Cc1ccc(NC(=O)c2ccc(=O)[nH]n2)cc1C	1.0	5	-18	27	0	-5	-7	22	-5	-1
O=C(COC(=O)c1ccccn1)NCc1ccccc1Cl	-1.1	2	8	1	0	-1	-22	-1	4	-1
N#CCC(=O)NC(=O)NCC1CC1	1.0	-52	-11	2	10	5	-1	-4	.	18
COc1ccccc1NC=C1C(=O)OC2(CCCCC2)OC1=O	-0.3	-18	-8	.	1	-24	1	-7	0	1
COc1ccccc1Nc1nc(-c2cccnc2)cs1	0.5	1	-1	65	4	-10	2	14	5	-2
CC(C)(C)C1CCC(=NNC(=O)C(=O)NCc2ccco2)CC1 (stereo not drawn)	-0.2	0	15	-8	6	1	-6	-1	0	0
CCCNC(=S)Nc1ccc(Cl)cc1Cl	-0.7	33	-10	-10	0	6	-12	-5	-2	5
O=C(Nc1nnc(C(F)(F)F)s1)c1c(F)cccc1F	-2.4	-3	-5	1	0	3	-3	0	-5	1
O=C1c2ccccc2C(=O)N1CN(C(=O)COc1ccccc1)c1ccc(F)cc1	-0.1	-33	-11	13	-1	-1	-4	-4	-2	0
O=C(Nc1ccc2nc3n(c(=O)c2c1)CCCCC3)C(=O)N1CCN(c2ccc(F)cc2)CC1	-0.9	22	-4	-12	2	-1	-8	-1	-2	4
CCC1CCCCN1C(=O)COC(=O)COc1ccc(Br)cc1 (stereo not drawn)	0.7	15	-1	10	1	-9	-2	0	-4	-1
Cc1nnsc1C(=O)N1CCCC(Nc2ccc(F)c(F)c2)C1 (stereo not drawn)	0.2	2	-4	13	4	-10	4	3	5	-3
O=C(NCCC1=CCCCC1)C1CCN(S(=O)(=O)c2ccccc2C(F)(F)F)CC1	1.2	-3	-16	0	-3	-7	50	-6	-1	1
CCN(CC)S(=O)(=O)c1ccc(/C=C/C(=O)OCC(=O)NC(=O)C2COc3ccccc3O2)cc1 (stereo not drawn)	-3.2	-14	1	17	-1	15	8	-3	-2	4
CCN(C(=O)Cn1nc(C(=O)O)c2ccccc2c1=O)C1CCCCC1	0.7	-13	-1	-16	-5	-4	3	-2	-6	5
COc1cc(NC(=O)CSc2nc(C)cs2)cc(OC)c1	-0.3	-5	2	-7	1	-4	2	2	-2	2
COc1ccc(C2C(C(=O)c3cccs3)=C(O)C(=O)N2c2cccc(C)n2)cc1 (stereo not drawn)	-2.9	-13	-8	.	3	2	-9	5	0	-6
CC(=O)Nc1ccc(S(=O)(=O)N2CCC(C(=O)NCCc3ccc(Cl)cc3)CC2)cc1	-0.3	3	-7	8	0	3	6	2	-8	-1
O=C(NCCC1=CCCCC1)c1ccc(F)cc1	1.1	1	-1	32	-1	3	-2	-26	24	-2
O=C(NC1CCCCC1)C(c1ccccc1)N(Cc1ccco1)C(=O)Cn1cnc2ccccc21 (stereo not drawn)	0.9	.	-14	2	4	-16	-5	-3	.	.
CCOc1ccc(N(CC(=O)NC(C)(C)C)C(=O)CCC(=O)Nc2nccs2)cc1	0.7	-6	-6	-7	2	-14	-4	-3	-1	2
Cc1ccccc1NC(=S)N(Cc1ccco1)C(C)c1cccs1 (stereo not drawn)	-0.1	-6	-6	9	8	-8	-23	6	-4	2
Cc1cccc(NC(=S)Nc2ccc(Cl)c(Cl)c2)c1	-0.5	-3	-8	3	3	-12	19	-3	1	1
Clc1ccccc1CSc1nnc(-c2ccncc2)o1	0.9	6	-7	.	1	-3	14	.	-1	-2
Cc1ccc(O)c(NC(=O)c2cc(-c3cccs3)on2)c1	0.0	13	-7	122*	1	16	-2	-12	.	0
O=C(CN(c1ccccc1)S(=O)(=O)c1ccc(F)cc1)NC1CCCCCC1	0.4	-21	-12	3	3	0	-26	1	-1	-4
COc1ccc2c(c1)CCc1c(C(=O)Nc3ccc(OC)c(OC)c3)noc1-2	-1.9	3	-6	16	-3	0	65	.	-6	-2
CCOC(=O)C1CCN(C(=O)c2cc3cc(F)ccc3[nH]2)CC1	0.0	-1	-14	8	3	2	-5	2	2	0
COc1ccc(N2CC(NS(=O)(=O)c3ccc4ccccc4c3)CC2=O)cc1OC (stereo not drawn)	0.0	1	14	0	1	-9	-28	2	1	1
Cc1csc(NC(=O)c2ccc(Cl)nc2)n1	1.2	-1	-14	38	1	-6	37	0	0	0
O=c1c2ccccc2nnn1Cc1ccc2ccccc2c1	-0.2	34	-1	9	-1	-7	-24	3	-3	6
CCOC(=O)c1c(-c2cccs2)csc1NC(=O)CN1CCOCC1	-0.2	-33	-16	-4	0	-9	-5	.	1	-1
O=C(N/N=C/c1ccc(OC(F)F)cc1)c1cccc(S(=O)(=O)N2CCOCC2)c1	0.5	2	-14	-4	3	-2	58	-2	-2	4

Entries of single compounds, quoted from the list. Order of screens: CDK5 inh, HTR5A inv ag, PvdQ acylase, MITF act, V-ATPase pH, dFosB activator, SR-BI HDL uptake, Wnt bcat act, NSD2 inh, HTR5A ag
O=C(N/N=C/c1ccc(OC(F)F)cc1)c1cccc(S(=O)(=O)N2CCOCC2)c1 in the list: 0.5, 2, -14, -4, 3, -2, 58, -2, -2, 4
CCOC(=O)c1c(-c2cccs2)csc1NC(=O)CN1CCOCC1 in the list: -0.2, -33, -16, -4, 0, -9, -5, ., 1, -1

Later entries:
SMILES	CDK5 inh	HTR5A inv ag	PvdQ acylase	MITF act	V-ATPase pH	dFosB activator	SR-BI HDL uptake	Wnt bcat act	NSD2 inh	HTR5A ag
Cc1ccc(NC(=O)CN2CCN(C(=O)C3CCCO3)CC2)c(C)c1 (stereo not drawn)	1.5	-10	-16	1	-2	-5	1	1	-2	4
Cc1cccc(C(=O)C2CCN(S(=O)(=O)c3cccc(C(=O)O)c3)CC2)c1	-4.1	11	-5	-10	-5	-5	11	-3	.	3
CC1=NNC(=O)/C1=C\c1cn(-c2ccccc2)nc1-c1ccc(Cl)cc1	0.6	-75	1	22	5	-8	-14	3	.	23*
COc1cc(/C=N/NC(=O)C(Cc2c[nH]c3ccccc23)NC(=O)OCC(C)C)cc([N+](=O)[O-])c1O (stereo not drawn)	-4.7	0	-2	-6	-2	-5	-5	-2	11	0
COc1ccc(N2C(=O)CC(Sc3n[nH]c(-c4ccccc4)n3)C2=O)cc1 (stereo not drawn)	-5.5	-4	-13	.	1	3	-13	1	-1	2
COc1ccc(CCNC(=O)c2cccnc2)cc1OC	0.7	-5	-12	-4	0	-2	9	2	-3	5
CCOC(=O)C1=C(COC(=O)c2cc(OC)c(OC)cc2[N+](=O)[O-])NC(=O)NC1C (stereo not drawn)	1.4	6	-6	13	-2	0	27	0	0	0
Cc1ccc(N2C(=O)Nc3ccccc3C2(O)C(=O)NCCCOC(C)C)cc1C (stereo not drawn)	2.3	3	-15	-11	3	5	23	3	0	-1
COc1ccccc1NC(=O)c1ccc(S(=O)(=O)N(C)c2ccccc2OC)cc1	-0.6	11	13	-8	-1	-9	-4	0	-2	-4
O=C(O)/C=C/c1ccc(Oc2ncccn2)cc1	2.0	6	-3	.	-1	4	0	-2	-4	-2
Cc1nc2ccc(S(=O)(=O)NC(CC(C)C)C(=O)O)cc2s1 (stereo not drawn)	-0.8	7	-17	.	-1	-2	-29	.	0	0
c1coc(CNC2CCCCC2)c1	1.4	3	-6	-6	1	2	-21	.	0	-9
COc1ccc(/C=C/C(=O)Nc2nonc2NC(C)=O)cc1	-0.4	24	-4	29	6	-11	-16	.	-1	0
O=C1NC(C(=O)O)=CC(c2ccc([N+](=O)[O-])cc2)N1 (stereo not drawn)	-4.5	3	-3	8	-2	-1	.	-3	-30	-1
O=C(O)c1ccc(NS(=O)(=O)/C=C/c2ccccc2)cc1	-1.1	-15	1	-2	2	1	5	1	0	1
CCCn1nnnc1NC(=O)COc1ccc(Br)cc1	0.2	-8	-9	12	1	-7	-5	-6	-1	-6
O=C(Nc1cccc(S(=O)(=O)N2CCCCC2)c1)c1ccccn1	0.4	3	13	6	-5	-6	11	1	-3	-1
COc1ccc(/C=C/C(=O)Nc2ccc(C)c(S(=O)(=O)N3CCOCC3)c2)cc1	0.5	-4	10	-5	-1	-25	66	-2	.	1

Part of the list above, with values under each structure.
Values in the order – CDK5 inh, HTR5A inv ag, PvdQ acylase, MITF act, V-ATPase pH, dFosB activator, SR-BI HDL uptake, Wnt bcat act, NSD2 inh, HTR5A ag
CCCn1nnnc1NC(=O)COc1ccc(Br)cc1
 : 0.2, -8, -9, 12, 1, -7, -5, -6, -1, -6
COc1ccc(/C=C/C(=O)Nc2ccc(C)c(S(=O)(=O)N3CCOCC3)c2)cc1
 : 0.5, -4, 10, -5, -1, -25, 66, -2, ., 1
Cc1nc2ccc(S(=O)(=O)NC(CC(C)C)C(=O)O)cc2s1 (stereo not drawn)
 : -0.8, 7, -17, ., -1, -2, -29, ., 0, 0

From PubChem BioAssay

Outcome played no part in choosing rows; about 5% have a hit in one of these screens.
